H9c2 TAG inh: inhibitors of triacylglycerol accumulation, primary screen, cell-based, uHTS, fluorescence, H9c2; H9c2 cells, Nile Red lipid (TAG) fluorescence; cells loaded with 200 µM oleic acid; inhibition, % at 12.5 µM; 0.66% of 230,000 active;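 active = pattern-corrected inhibition of lipid staining of at least 50% with the nuclear-stain viability signal not falling by more than 50%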;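 note: 0% = DMSO wells and 100% = triacsin C control wells; some results filed as inactive read as strong as hits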
H9c2 TAG inh DAPI viability: second read-out of H9c2 TAG inh, no call of its own (marks repeat the call); DAPI nuclei signal change (viability), lower = more cytotoxic, %;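 whole-well DAPI fluorescence read on a plate reader as a viability signal; minus 50 percent equals half of cells still viable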
* hit, by the source's call.

SMILES	H9c2 TAG inh	H9c2 TAG inh DAPI viability
CCOc1cc(C2C(C#N)=C(N)Oc3n[nH]c(C)c32)ccc1OCCN1CCOCC1 (configuration not stated)	-8	0
O=c1oc2cc(S(=O)(=O)NCCCO)ccc2c2ccc(S(=O)(=O)NCCCO)cc12	9	-1
COc1ccc(-c2cccc(C(=O)Nc3ccc(C)cc3)c2)cc1	-1	3
Cc1ccc(S(=O)(=O)N2CCOC2CNC(=O)C(=O)NCc2ccccn2)cc1 (configuration not stated)	14	-4
CCOc1ccc(CCNC(=O)COC(=O)CSc2ccc(C)cc2)cc1OCC	19	2
Cc1ccc(NC(=O)Cn2nnc3ccccc32)c(C)c1	-3	1
Cc1cc(Cl)ccc1OC(C)C(=O)NNC(=O)C1CCCCC1C(=O)O (configuration not stated)	0	-5
N/C(CC(=O)NC1CCCCC1)=N\OCC(=O)Nc1ccc(Cl)c(Cl)c1	2	3
COc1ccc(S(=O)(=O)N(C)C)cc1NC(=O)CN1CCN(C(=O)C2CC2)CC1	-11	5
CC(C)NS(=O)(=O)c1ccc2c(c1)oc(=O)n2C	-2	-1
COc1cccc(NC(=O)N(C)C[C@@H]2OCc3cnnn3CCCC(=O)N([C@@H](C)CO)C[C@H]2C)c1	-2	-2
Cc1ccc2nc(C)c(C(=O)O)cc2c1	5	1
COc1ccc(S(=O)(=O)NC(C)c2ccccc2)cc1C(=O)N1CCCCC1 (configuration not stated)	-7	-4
Cc1ccc(-n2c(SCC(=O)NCc3ccco3)nc3sc4c(c3c2=O)CC(C)(C)SC4)cc1	14	-8
CCOC(=O)C(CC)(CC)C(=O)/C=C/c1ccc(OC)cc1	3	-14
Cc1ccc(NC(=O)N2CCCN(Cc3ccc(F)cc3)C2)cc1C	19	10
O=C(OCC(=O)N1CCN(C(=O)c2ccco2)CC1)c1cccc(O)c1	12	-9
C=CC[n+]1c(-c2ccc(C)cc2)csc1Nc1c(C)n(C)n(-c2ccccc2)c1=O	7	-9
Cc1c(Cc2ccc3c(c2)OCO3)sc(NC(=O)c2cccc3ccccc23)c1C(N)=O	-6	-1
C[C@H](NC(=O)c1nc[nH]c1C(=O)N[C@H](C)c1ccccc1)C(=O)OC(C)(C)C	-7	-9
N=c1c2ccccc2nnn1-c1cccc(C(F)(F)F)c1	-6	7
COc1cc2c(cc1OC)CN(CC(=O)NC(=O)NC1CCCCC1)CC2	-18	10
COc1ccc(-c2[nH]ncc2CN2CCC(c3ccncc3)CC2)cc1F	-5	8
CC(=O)Nc1ccc(NC(=O)CSc2ncc(C(=O)Nc3ccc(Cl)cc3)c(=O)n2C)cc1	-1	6
CC(C)N(C)c1ncnc2c1ncn2[C@H]1CN(Cc2cccs2)C[C@@H](CO)O1	-9	1
CC1=C(C(=O)N(C)C)C(c2ccccc2OC(F)F)NC(=O)N1 (configuration not stated)	9	-11
O=C1C2C(c3ccccc3)CC=CC2[C@H](c2cccc([N+](=O)[O-])c2)N1Cc1ccccc1 (some centres not stated)	-13	-1
CC1CCCCC12NC(=O)N(CC(=O)N1CCN(S(=O)(=O)/C=C/c3ccccc3)CC1)C2=O (configuration not stated)	-8	3
Cc1cc(C)cc(NC(=O)Oc2ccccc2N2CCCCC2)c1	-4	-5
Cc1cccc(C(=O)NC2CCN(C(=O)Nc3ccccc3C)CC2)c1	15	4

Given as a markdown table: 16 of the compounds above.
| SMILES | H9c2 TAG inh | H9c2 TAG inh DAPI viability |
| --- | --- | --- |
| Cc1ccc2nc(C)c(C(=O)O)cc2c1 | 5 | 1 |
| COc1ccc(S(=O)(=O)NC(C)c2ccccc2)cc1C(=O)N1CCCCC1 (configuration not stated) | -7 | -4 |
| Cc1ccc(-n2c(SCC(=O)NCc3ccco3)nc3sc4c(c3c2=O)CC(C)(C)SC4)cc1 | 14 | -8 |
| CCOC(=O)C(CC)(CC)C(=O)/C=C/c1ccc(OC)cc1 | 3 | -14 |
| Cc1ccc(NC(=O)N2CCCN(Cc3ccc(F)cc3)C2)cc1C | 19 | 10 |
| O=C(OCC(=O)N1CCN(C(=O)c2ccco2)CC1)c1cccc(O)c1 | 12 | -9 |
| C=CC[n+]1c(-c2ccc(C)cc2)csc1Nc1c(C)n(C)n(-c2ccccc2)c1=O | 7 | -9 |
| Cc1c(Cc2ccc3c(c2)OCO3)sc(NC(=O)c2cccc3ccccc23)c1C(N)=O | -6 | -1 |
| C[C@H](NC(=O)c1nc[nH]c1C(=O)N[C@H](C)c1ccccc1)C(=O)OC(C)(C)C | -7 | -9 |
| N=c1c2ccccc2nnn1-c1cccc(C(F)(F)F)c1 | -6 | 7 |
| COc1cc2c(cc1OC)CN(CC(=O)NC(=O)NC1CCCCC1)CC2 | -18 | 10 |
| COc1ccc(-c2[nH]ncc2CN2CCC(c3ccncc3)CC2)cc1F | -5 | 8 |
| CC(=O)Nc1ccc(NC(=O)CSc2ncc(C(=O)Nc3ccc(Cl)cc3)c(=O)n2C)cc1 | -1 | 6 |
| CC(C)N(C)c1ncnc2c1ncn2[C@H]1CN(Cc2cccs2)C[C@@H](CO)O1 | -9 | 1 |
| CC1=C(C(=O)N(C)C)C(c2ccccc2OC(F)F)NC(=O)N1 (configuration not stated) | 9 | -11 |
| O=C1C2C(c3ccccc3)CC=CC2[C@H](c2cccc([N+](=O)[O-])c2)N1Cc1ccccc1 (some centres not stated) | -13 | -1 |

(listing goes on)
SMILES	H9c2 TAG inh	H9c2 TAG inh DAPI viability
Cc1ccc([C@H]2C(C(=O)O)=CC[C@@H](c3ccc4c(c3)OCO4)N2S(=O)(=O)c2ccc(C)cc2)cc1	-2	5
Cc1ccc2c(cnn2C(=O)CCC(=O)N2CCCCC2)c1	9	-8
CC(NS(=O)(=O)c1ccc(Br)cc1)C(=O)NCc1ccco1 (configuration not stated)	-9	-2
NC(=O)c1ccc(NC(=O)COC(=O)c2cc3ccccc3cc2O)cc1	-8	7
CCCCn1nnnc1SCC(=O)NCc1ccccc1	-1	-8
CCc1nc2ccc(C(=O)NCc3ccccc3OC)cn2c1N(CC)CCOC	-5	6
COCCN1C(=O)N(C)[C@@H](c2ccccc2)C(C(C)=O)=C1C	-5	-4
CC(C)N(C(=O)CSc1nnc(CSc2ncccn2)n1C)C(C)C	2	2
CN(C)c1ccc(C(CC(=O)O)NC(=O)c2ccc(Cl)cc2)cc1 (configuration not stated)	27	1
Cc1ccc(C(=O)NC(=S)N2CCN(C(=O)OC(C)(C)C)CC2)cc1Br	-12	17
CC(C)n1c(SCC(=O)Nc2ccccc2N2CCOCC2)nc2c1c(=O)n(C)c(=O)n2C	-3	-11
Cc1ccc(C(=O)N2C(=O)c3cccc(N)c3C2=O)o1	-9	8
C=C1CCC(N(O)c2cc(C)on2)C(=C)CCC2C1CC2(C)C (configuration not stated)	-2	3
CC(C)CCNC(=O)C1CC2Cn3c(nc4cc(Cl)c(Cl)cc43)C2N1C (configuration not stated)	-1	-2
CCc1nc2c(OCC(N)=O)cccn2c1N(C)C(=O)C(C)C	6	-12
CCN(CC)S(=O)(=O)c1ccc(NN=c2c(=O)c3ccccc3c2=O)cc1	5	4
O=C(O)C(Cc1ccccc1)N=Cc1c(O)c2ccccc2oc1=O (configuration not stated)	-2	11
CSc1nc(Oc2ccc(=O)n(C)n2)nc(N(C)C)n1	8	1
CC(OC(=O)c1ccc([N+](=O)[O-])cc1)C(=O)NCC1CCCCC1 (configuration not stated)	-24	7
Cc1cc(C)nc(Nc2nc(C(N)CCc3ccccc3)cs2)n1 (configuration not stated)	5	14
COc1ccccc1CNc1ccc(C(=O)O)cc1	0	-3
Cc1ccccc1-c1ccc(=O)n(CC(=O)Nc2ccc(C(=O)N3CCCC3)cc2)n1	28	10
COc1ccccc1-c1nc2s/c(=C\c3cccs3)c(=O)n2n1	-1	-14
NC(c1csc(NC(=O)Nc2cccc(C(F)(F)F)c2)n1)C1CCCCC1 (configuration not stated)	126	-83
COc1ccc(N(CC(=O)N/N=C/c2ccc(-c3ccc([N+](=O)[O-])cc3)o2)S(=O)(=O)c2ccc(C)cc2)cc1Cl	6	-3
O=C(COC(=O)Cn1cnc2ccccc2c1=O)Nc1ccc(Cl)cc1	3	7
Cc1ccc(N/C(N)=N/c2nc(C)cc(N3CCCCC3)n2)c(C)c1	39	-2
COC(=O)c1cccc(NC(=O)C23CC4CC(C2)CC(n2cncn2)(C4)C3)c1	5	6
CN(CC(=O)Nc1cccc(F)c1)C(=O)c1ccncc1	14	-7
CCc1cccc(NC(=O)COC(=O)CSc2ccc(C)cc2)c1	3	-10
COc1ccc(C2C(C(=O)Nc3cc(OC)c(OC)c(OC)c3)c3ccccc3C(=O)N2C)cc1 (configuration not stated)	40	-40
O=C(N/N=C\C=C\c1ccco1)C1COc2ccccc2O1 (configuration not stated)	15	-15
Cc1ccc(NC(=O)CSc2nc3c([nH]c4ccccc43)c(=O)n2C)cc1	6	-5
COc1ccccc1CNC(=O)COC(=O)c1cc(C)nc2ccccc12	4	-3
Cc1cc(OCCN2CCCCCC2)ccc1[N+](=O)[O-]	-6	13
COc1ccc(-c2[nH]ncc2CNCCCSC)cc1F	10	-7
CCC(CCC(=O)NNC(=O)Cc1ccc([N+](=O)[O-])cc1)C(=O)O (configuration not stated)	15	-6
CCC/C=C/c1ccc(CN2C(CC(C)C)C(=O)N(Cc3cn(CCC4OCCO4)nn3)CCS2(=O)=O)cc1 (configuration not stated)	11	-3
CN(C)c1cccc2c1c(NC(=O)c1ccc(F)cc1)nn2C	6	-6
O=C(COc1ccc(S(=O)(=O)N2CCOCC2)cc1)Nc1ccccc1F	-8	-6
COc1ccc(CCNC(=O)COC(=O)c2cccs2)cc1	16	-3
CCCCC(=O)NC(=S)Nc1ccc(S(=O)(=O)N2CCCC2)cc1	10	0
CN(CCCn1cnc2c(OCc3ccccc3)ncnc21)CCc1ccccn1	4	4
O=C(c1cccc2ccccc12)N1CCN(c2ccc([N+](=O)[O-])c(NCc3ccco3)c2)CC1	10	-2
Cc1nnc(NC(=O)c2cc(S(=O)(=O)N3CCCCC3)ccc2Cl)s1	-15	-3
CC(C)C[C@H](NC(=O)c1nc[nH]c1C(=O)N1CCC(C)CC1)C(=O)OCc1ccccc1	-10	-7
Cn1c(N)c(C(=O)COC(=O)c2cccc(S(=O)(=O)N3CCOCC3)c2)c(=O)n(C)c1=O	-4	-2
N#Cc1c(NC(=O)CCC(=O)O)sc2c1CCCCC2	-3	2
CC(C)NCc1nnc(-c2ccc(Cl)cc2)o1	-19	9
O=C(CCC(=O)N1CCOc2ccccc21)N1CCN(c2ccccc2)CC1	-9	-3
COCc1cc(C)nc(N2CCN(c3ccccc3)CC2)c1C#N	-99	11
O=C(c1cccc(C(F)(F)F)c1)c1c[nH]c(C(=O)NCC2CCCO2)c1 (configuration not stated)	8	-6
COc1ccc(-n2c(SCC3CNC(=O)O3)nnc2-c2ccc(Cl)cc2)cc1 (configuration not stated)	7	-16
Cc1cccc(N(CC(O)CN(C)C)S(=O)(=O)c2ccccc2)c1 (configuration not stated)	10	0
Cc1ccc(S(=O)(=O)N2CCN(C(=O)C(Cc3ccccc3)NC(=O)c3ccccc3)CC2)cc1 (configuration not stated)	-12	-12
CC1CCN(C(=O)CCNS(=O)(=O)c2ccc(Br)cc2)CC1	6	-3
CCOc1ccc2[nH]c(=O)c(CN(CC3CCCN3CC)C(=O)NCc3ccccc3)cc2c1 (configuration not stated)	28	0
Cc1ccc(NC(=O)COC(=O)CNC(=O)c2ccc(Cl)cc2Cl)cc1S(=O)(=O)N1CCOCC1	-5	2
O=C(O)C1CC(=O)N(C2CCCCC2)C1c1ccccc1 (configuration not stated)	6	-3
COCCNC(=O)c1ccc2c(=O)n(CCOC)c(=O)[nH]c2c1	6	17
More entries.
SMILES	H9c2 TAG inh	H9c2 TAG inh DAPI viability
COC(=O)c1ccc(Cn2c(C)c(C(=O)NCc3cccc(C(F)(F)F)c3)sc2=O)o1	6	-4
Cc1ccc2nc(N3CCN(Cc4nnnn4Cc4ccccc4)CC3)c(C#N)cc2c1	-5	1
CCCNC(=O)C1CCN(S(=O)(=O)c2ccc3nc4c(c(C(=O)O)c3c2)CCCCC4)CC1	-4	6
Cc1ccc(N2CCN(C(=O)c3cc(COc4c(C)cccc4C)on3)CC2)c(C)c1	3	-5
CCc1nc2ccc(C(=O)NCCCN3CCCC3=O)cn2c1N(C)C(=O)c1cccc(OC)c1	-6	7
Cc1noc(C)c1C(=O)Nc1nc(-c2ccc(F)cc2)cs1	-4	-2
CC1(Oc2cccc(C#N)c2)CCN(Cc2csc3ccccc23)C1 (configuration not stated)	-1	12
O=C(NCc1ccco1)C(=S)N1CCCCC1	10	-12
CCOC(=O)N1CCN(C(=O)Cn2ccc3c(OC)cccc3c2=O)CC1	-4	3
c1ccc(-c2ccc(CN3CCSCC3)cc2)cc1	3	0
Nc1cc(C(=O)OCC(=O)N2CCC(Cc3ccccc3)CC2)ccc1Cl	-10	3
Cc1ccc(S(=O)(=O)c2cc3c(=O)n4cccc(C)c4nc3n(CC3CCCO3)c2=N)cc1C (configuration not stated)	13	31
C[C@@H]1COC(=O)[C@H](NC(=O)OCC2c3ccccc3-c3ccccc32)C/C=C\C[C@@H](CC(=O)N(CCO)Cc2ccccc2)C(=O)N1	-31	2
COc1ccc(C(=O)N/N=C(\C)Cn2nc([N+](=O)[O-])cc2C)cc1	3	-2
COc1ccc(CNC(=O)C2CCC(=O)N(C3CCCCCC3)C2)c(OC)c1 (configuration not stated)	7	-6
Cn1c(=O)c2c(ncn2CC(=O)N2CCN(S(=O)(=O)c3ccc(Cl)cc3)CC2)n(C)c1=O	20	-4
COc1ccc(N(CC(=O)NCCSC2CCCCC2)S(=O)(=O)c2ccc(C)cc2)cc1	-11	-4
Cc1ccccc1NC(=O)Cc1nc(COC(=O)COc2ccc(C(C)(C)C)cc2)cs1	-16	5
Cc1c(NC(=O)CN2C(=O)NC3(CCCCC3C)C2=O)cccc1[N+](=O)[O-] (configuration not stated)	11	-3
Cc1c(C(=O)NCc2ccc3c(c2)OCCO3)sc(=O)n1Cc1cccc(C(F)(F)F)c1	-23	-9
CCc1nnc(NS(=O)(=O)c2ccc(NC(=S)NC(=O)c3ccncc3)cc2)s1	4	1
CN(c1ccc(C(=O)Nc2ccc(F)cc2F)cc1)S(=O)(=O)c1ccccc1	4	1

Some of the compounds tested; count on the stated rates, not on these rows.
